# Keap1-Nrf2 PPI = Keap1-Nrf2 protein-protein interaction inhibitors, primary screen, biochemical, fluorescence polarization, single point; Kelch-like ECH-associated protein 1 (Homo sapiens), Q14145; inhibition, % at 9.4 µM; hit rate 0.15% among 340,000; Keap1 Kelch-Nrf2 peptide fluorescence polarization, 1536-well; in the data active = inhibition above about 12%;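 also: human Keap1 Kelch domain with fluorescein labeled Nrf2 9mer peptide probe; 0% = neutral control wells and 100% = peptide positive control; higher means more block of Keap1 binding to Nrf2 peptide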
# Target sequence (Q14145 whole entry, looked up, the tested form may be a part): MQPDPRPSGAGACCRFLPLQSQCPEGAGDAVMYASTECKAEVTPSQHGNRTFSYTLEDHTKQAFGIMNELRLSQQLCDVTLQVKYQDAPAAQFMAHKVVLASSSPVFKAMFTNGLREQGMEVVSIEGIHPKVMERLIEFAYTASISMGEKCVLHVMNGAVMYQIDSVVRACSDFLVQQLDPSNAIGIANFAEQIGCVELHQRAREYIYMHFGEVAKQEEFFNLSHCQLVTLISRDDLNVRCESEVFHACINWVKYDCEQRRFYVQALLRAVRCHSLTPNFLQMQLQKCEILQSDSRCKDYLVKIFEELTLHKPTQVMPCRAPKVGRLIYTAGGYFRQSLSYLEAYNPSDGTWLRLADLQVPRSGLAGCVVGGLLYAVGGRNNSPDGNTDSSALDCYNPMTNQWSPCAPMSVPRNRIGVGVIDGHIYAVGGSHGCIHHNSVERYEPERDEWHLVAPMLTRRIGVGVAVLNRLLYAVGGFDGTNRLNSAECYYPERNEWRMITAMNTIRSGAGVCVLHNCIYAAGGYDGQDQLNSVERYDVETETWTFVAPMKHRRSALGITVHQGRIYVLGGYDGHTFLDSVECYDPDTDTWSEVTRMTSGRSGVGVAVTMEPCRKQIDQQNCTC
# PKA-R2B activ = activators of PKA-R2B holoenzyme, primary screen, biochemical, fluorescence polarization, Cy5-IP20, human; PKA-R2B holoenzyme dissociation; R2B truncated from residue 108, S112A mutant; 0% DMSO only, 100% 113 µM cGMP; activation, % at 11.4 µM; hit rate 0.079% among 340,000; AID 504700, 2011;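 active = activation above a cutoff set at the mean over all compounds plus 3 SD, cut at about 18% in these data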;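 also: higher means more holoenzyme dissociation and a rise in polarization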
# SR-BI uptake up = activators of SR-BI mediated DiI-HDL uptake, primary screen, ldlA[mSR-BI] CHO cells, DiI fluorescence; hit rate 0.096% among 320,000; activation, % at 12.5 µM; 3 h; 100 = double the neutral-control signal; AID 504775, 2011;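 active = mean replicate activation of at least 60% and every replicate at or above 60%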;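 also: 0% = median plate neutral-control signal and 100% = twice that signal; values of inactives mirror those of a sister screen read the other way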
#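 System: CHO ldlA[mSR-BI] cells / Medium: HEPES-buffered (25 mM, pH 7.4) F12 plus 0.5% BSA / Probe or stimulus: labelled HDL, 10 µg/mL / Doses: single compound concentration, delivered by pin transfer / Schedule: 3 h, 37 °C / Measured by: DiI fluorescence, bottom read / Measure: cell-associated DiI fluorescence as measure of HDL uptake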
# Arrestin-AP2 inh = inhibitors of beta-arrestin/AP2 binding, primary screen, biochemical, GPCR trafficking, flow cytometry | beta-arrestin 1 C-terminal peptide binding to AP2 beta2-adaptin appendage (human) | FITC-arrestin peptide / GST-AP2 beads; AP2 beta2 appendage carries R879A mutation | hit rate 0.31% among 340,000 | AID 504490, 2011 | inhibition, % at 10 µM;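 active = inhibition above a set limit, near 3 SD of compounds lacking own fluorescence, cut at about 54% in these data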;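 also: plate controls were DMSO wells for no effect and 5 µM unlabelled arrestin peptide for full effect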
#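 test system = AP2 appendage R879A on GSH beads | buffer or medium = PBS plus Tween 20 (0.05%) and BSA (0.1%) | incubation = 12 min plus 1 h, RT | detection = bead flow cytometry, FITC channel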
# Cardiac RTF inh = cardiac RTF calcium sensitivity inhibitors, primary screen, biochemical, IANBD-TnC fluorescence, EC70 calcium | Troponin I, cardiac muscle (Homo sapiens) + Troponin T, cardiac muscle (Homo sapiens) + … | IANBD-labeled cardiac RTF, Ca2+ fluorescence | inhibition, % at 7.15 µM | hit rate 0.12% among 340,000 | AID 493244, 2011;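 active = inhibition above the mean inhibition of all tested compounds plus 3 SD, cut at about 17% in these data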;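 also: assay run at fixed EC70 calcium of 1.6 mM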
# PvdQ inh = P. aeruginosa PvdQ acylase inhibitors, primary screen, biochemical, fluorescence, plate reader and imaging, single point; purified PvdQ acylase; inhibition, % at 10 µM; PvdQ acylase [Pseudomonas aeruginosa LESB58]; hit rate 0.063% among 340,000; in the data active = inhibition above about 30%, passing the limit was not always enough;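 also: 0% = vehicle neutral wells and 100% = reference inhibitor wells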
# DAGLB inhibitor = DAGLB lipase inhibitors, primary screen, biochemical, fluorescence, HTS. Diacylglycerol lipase-beta (Homo sapiens), Q8NCG7. HEK293T DAGLB membrane lysate, EnzChek fluorogenic substrate. inhibition, % at 5.17 µM. hit rate 0.059% among 340,000. AID 504411, 2011; in the data active = inhibition above about 34%;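 also: 0% = enzyme with vehicle and 100% = wells lacking enzyme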
# LANA DNA inh = inhibitors of KSHV C-LANA binding to DNA, primary screen, biochemical, fluorescence polarization, FAM-LBS DNA, MBP-C-LANA, single point | inhibition, % at 9 µM | hit rate 0.078% among 340,000 | AID 504423, 2011;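 active = highest replicate inhibition at or above 60% at 9 µM, even if other replicates fall short; inactive = all replicates below 60% inhibition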;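 also: 0% = neutral control wells and 100% = 4 µM acridine orange control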
# SR-BI DiI inh = inhibitors of SR-BI mediated HDL lipid uptake, primary screen, ldlA[mSR-BI] cells, fluorescence, single point | ldlA[mSR-BI] CHO cells, DiI-HDL uptake fluorescence, 3 h | inhibition, % at 12.5 µM | hit rate 0.96% among 320,000 | AID 488896, 2010;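 active = mean replicate inhibition of at least 70% and a set share of replicates each scoring 70 or more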;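 also: 0% = median of neutral control wells and 100% = median of positive control wells; values of inactives mirror those of a sister screen read the other way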
# The depositor's hits bear a star. Some of the compounds tested; count on the stated rates, not on these rows.
SMILES,Keap1-Nrf2 PPI,PKA-R2B activ,SR-BI uptake up,Arrestin-AP2 inh,Cardiac RTF inh,PvdQ inh,DAGLB inhibitor,LANA DNA inh,SR-BI DiI inh
CC[C@@H]1C(=O)OC[C@@H]1Cc1cncn1C,-5,-4,15,-8,-16,-2,0,1.0,-15
